Bioassay records as filed in PubChem BioAssay.
USP1-UAF1 inh = USP1/UAF1 (human) deubiquitinase inhibition | actives 0.23% (n = 390,000) | O94782 | Potency, µM (highest dose often 57.1 µM), inactives show at the highest dose activity change, negative = inhibition, most hits filed as inhibitors | recombinant USP1/UAF1, Ub-Rhodamine cleavage fluorescence; note: potency is the fitted concentration of half-maximal effect; % is set by controls: 0 for no effect and ±100 for the full control effect; nearly all actives have a fitted effect of over 60% in size; inactives centre near -12
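High-throughput fluorogenic screen: 1nM USP1/UAF1 complex, Ub-Rho substrate 150nM final, 50mM HEPES pH 7.8 with 0.5mM EDTA, 0.1 mg/ml BSA, 1mM TCEP and 0.01% Tween-20.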
Vif-A3G inh = blocks the Vif interaction with human APOBEC3G; Potency, µM (titrated, usually from 46.1 µM), without a hit: at the highest dose activity, negative = active, hits mostly inhibitors; Q9HC16; actives 0.076% (n = 410,000); HeLa A3G-eYFP + Vif (tagged APOBEC3G with the HIV-1 protein that degrades it), YFP fluorescence, overnight;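 note: potency is the fitted concentration of half-maximal effect; % is set by controls: 0 for no effect and ±100 for the full control effect; nearly all actives have a fitted effect of over 60% in size; hits raise eYFP signal because A3G escapes Vif-driven loss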
Target sequence (Q9HC16 whole entry, looked up): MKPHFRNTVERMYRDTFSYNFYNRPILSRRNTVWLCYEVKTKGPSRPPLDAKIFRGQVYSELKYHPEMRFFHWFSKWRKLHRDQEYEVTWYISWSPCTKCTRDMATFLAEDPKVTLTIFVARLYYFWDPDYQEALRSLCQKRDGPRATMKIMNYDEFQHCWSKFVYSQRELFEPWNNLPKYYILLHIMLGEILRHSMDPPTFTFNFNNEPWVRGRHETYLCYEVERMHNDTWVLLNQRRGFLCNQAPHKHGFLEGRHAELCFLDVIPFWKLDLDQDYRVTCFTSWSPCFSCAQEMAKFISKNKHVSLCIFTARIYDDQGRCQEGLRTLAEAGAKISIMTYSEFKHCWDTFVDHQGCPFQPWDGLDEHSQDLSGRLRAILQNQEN
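HeLa cells stably expressing Vif and C-terminally eYFP-tagged A3G, seeded overnight at 37 deg C, then exposed to compound by pintool overnight at 37 deg C. Rise in yellow fluorescence (Ex 488/Em 500-530, Acumen) marks blocked Vif-driven A3G degradation.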
RGS4 inh = inhibitors of human regulator of G protein signaling 4 | actives 0.039% (n = 390,000) | Transcreener GDP fluorescence polarization, RGS4-accelerated GTP hydrolysis | P49798 | Potency, µM (titrated, usually from 114 µM), for the others: at the top dose activity change, negative = inhibition, most hits filed as inhibitors; note: potency is the fitted concentration of half-maximal effect; % is set by controls: 0 for no effect and ±100 for the full control effect; nearly all actives have a fitted effect of over 75% in size; some results filed as inactive show a strong effect at the top dose
Target sequence (P49798 whole entry, looked up): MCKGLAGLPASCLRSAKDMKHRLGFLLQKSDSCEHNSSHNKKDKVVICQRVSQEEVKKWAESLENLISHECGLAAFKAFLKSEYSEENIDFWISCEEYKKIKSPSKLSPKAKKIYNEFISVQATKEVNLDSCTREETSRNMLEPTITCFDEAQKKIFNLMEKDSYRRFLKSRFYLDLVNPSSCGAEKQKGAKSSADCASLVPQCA
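MLSMR compounds (23 nl, pin-transferred) preincubated 10 min at room temperature with a 500nM (2x) first reagent, then RGS4 at 900nM (2x) plus Transcreener GDP mix added; fluorescence polarization (620/688 nm) read before and after 90 min at 30 °C.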
LDHA inh = LDHA (human) enzyme inhibition. P00338. actives 0.15% (n = 480,000). purified LDHA, NADH/diaphorase-resazurin fluorescence; stronger effect = lower value. activity change, % (values are at about 110 or 230 µM); in the data active = activity change below about -30%; inconclusive = mostly about -25% to -30%;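 note: plate controls were DMSO wells for no effect and wells without enzyme for full effect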
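LDH5 2 nM; NADH 0.06 mM, pyruvate 0.2 mM; 200 mM Tris pH 7.4, EDTA, Tween-20; 5 min RT. Detection: diaphorase 0.133 mg/mL + resazurin 37 µM, fluorescence ex540/em590 at 0 and 20 min; normalized to enzyme-free and DMSO wells.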
TrxR1 substrate = rat thioredoxin reductase 1 substrate activity; Potency, µM (highest dose often 114 µM), without a hit: at the highest dose activity change, negative = substrate turnover; purified TrxR1 substrate turnover, NADPH consumption readout; actives 0.01% (n = 390,000); note: potency is the fitted concentration of half-maximal effect; % is set by controls: 0 for no effect and ±100 for the full control effect; nearly all actives have a fitted effect of over 50% in size
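Rat TrxR1, dispensed at 90 nM, was prereduced with 400 uM NADPH (final) for 5 min at ~22 deg C, then incubated with compound 15 min before 400 uM selenite. A first-read NADPH fluorescence drop versus no-compound background flagged substrates.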
GRP78 ERSR act = induces the endoplasmic reticulum stress response in human glioma cells; U87-MG GRP78 promoter luciferase reporter, 16 h; Potency, µM, for the others: top-dose activation, most hits filed as activators; actives 0.02% (n = 420,000); note: potency is the fitted concentration of half-maximal effect; series mostly up to about 76 µM; % of control where 0% means no effect; nearly all actives have a fitted effect of over 35% in size
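Stably transfected U87-MG human glioma cells carrying a GRP78-based luminescent sensor were seeded at 1000 cells/well, pin-dosed with compounds and incubated 16 h. Luciferase reagent was then added, and end-point luminescence was read after 10 min at room temperature.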
Vif-A3F inh = blocks the Vif interaction with APOBEC3F; HeLa A3F-eYFP + Vif (tagged APOBEC3F with the HIV-1 protein that degrades it), YFP fluorescence increase; Potency, µM (top dose mostly 46.1 µM), for the others: top-dose activity, negative = active; actives 0.2% (n = 390,000); AID 602313; note: potency is the fitted concentration of half-maximal effect; % of control where 0% means no effect; nearly all actives have a fitted effect of over 65% in size
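HeLa cells stably expressing Vif plus C-terminally eYFP-tagged A3F were seeded, incubated overnight at 37 deg C, dosed with compound, incubated overnight again at 37 deg C. Yellow fluorescence (Ex 488/Em 500-530) reported blocked Vif-mediated A3F-eYFP degradation.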
mIDH1 inhibitor = inhibitors of human mutant IDH1 R132H; Potency, µM (series often up to 76.6 µM), for the others: top-dose activity change, negative = inhibition, most hits filed as inhibitors; AID 602179; IDH1-R132H enzyme, NADPH consumption, diaphorase/resazurin fluorescence; actives 0.093% (n = 390,000); O75874; note: potency is the fitted concentration of half-maximal effect; % is set by controls: 0 for no effect and ±100 for the full control effect; nearly all actives have a fitted effect of over 65% in size
Target sequence (O75874 whole entry R132H, stated change not applied): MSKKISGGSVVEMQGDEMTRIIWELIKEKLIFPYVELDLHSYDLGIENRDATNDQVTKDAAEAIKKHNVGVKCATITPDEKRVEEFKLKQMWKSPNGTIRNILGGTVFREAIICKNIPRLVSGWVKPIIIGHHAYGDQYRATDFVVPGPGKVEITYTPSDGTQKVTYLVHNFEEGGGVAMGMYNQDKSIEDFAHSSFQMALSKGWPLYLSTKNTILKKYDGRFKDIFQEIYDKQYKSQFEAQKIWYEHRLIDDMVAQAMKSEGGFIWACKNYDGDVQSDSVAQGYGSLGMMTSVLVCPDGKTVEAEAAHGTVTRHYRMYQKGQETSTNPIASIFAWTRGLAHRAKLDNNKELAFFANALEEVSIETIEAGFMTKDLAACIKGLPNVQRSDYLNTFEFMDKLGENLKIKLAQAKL
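IDH1-R132H (0.5 ug/mL dispensed) in pH 7.5 Tris buffer was preincubated 30 min with compound, then given a substrate mix of 0.016 mM NADPH and 2 mM alpha-KG for 80 min at room temperature; remaining NADPH was read by diaphorase/resazurin fluorescence.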
rTrxR1 inhibitor = inhibitors of rat thioredoxin reductase 1. O89049. recombinant rTrxR1, NADPH fluorescence consumption, selenite substrate. Potency, µM (titrated, usually from 114 µM), without a hit: at the top dose activity change, negative = inhibition, actives largely listed as inhibitors. actives 1% (n = 390,000). AID 588453; note: potency is the fitted concentration of half-maximal effect; % is set by controls: 0 for no effect and ±100 for the full control effect; nearly all actives have a fitted effect of over 65% in size
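Rat TrxR1 (90 nM in the dispensed reagent) was pre-reduced with 400 uM NADPH for 5 min at room temperature, then incubated with compound for 15 min. After 400 uM selenite was added, NADPH fluorescence (Ex 340/Em 450 nm) was followed for 8 min.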
* = called active by the depositor; [ ] = another dose, or the depositor's remark. Unless noted, calls come from the whole dose curve; as a rule, active = well fitted curve in the direction sought with a large enough effect; inconclusive = small, poorly fitted or top-dose-only effect, or another doubt; inactive = no such curve, though single readings can be large; an effect the other way counts as inactive or inconclusive.

Start of the data: the first 2 records, ahead of the listing:
Screening COc1ccc(CC(=O)Nc2ccc(C(=O)O)cc2NC(=O)Cc2ccc(OC)cc2)cc1 returned USP1-UAF1 inh -26%, Vif-A3G inh 1%, RGS4 inh -13%, LDHA inh -2, TrxR1 substrate 5%, GRP78 ERSR act -4%, Vif-A3F inh -1%, mIDH1 inhibitor 6% and rTrxR1 inhibitor 26%.
CC1CN(S(=O)(=O)c2ccc(Cl)c(S(=O)(=O)N3CC(C)OC(C)C3)c2)CC(C)O1 (stereo not drawn) was read as USP1-UAF1 inh -17%, Vif-A3G inh 4%, RGS4 inh 16%, LDHA inh -10, TrxR1 substrate -4%, GRP78 ERSR act -1%, Vif-A3F inh -12%, mIDH1 inhibitor -4% and rTrxR1 inhibitor -2%.

The list itself (from the top)
Screening COc1ccc(CC(=O)Nc2ccc(C(=O)O)cc2NC(=O)Cc2ccc(OC)cc2)cc1 returned USP1-UAF1 inh -26%, Vif-A3G inh 1%, RGS4 inh -13%, LDHA inh -2, TrxR1 substrate 5%, GRP78 ERSR act -4%, Vif-A3F inh -1%, mIDH1 inhibitor 6% and rTrxR1 inhibitor 26%.
CC1CN(S(=O)(=O)c2ccc(Cl)c(S(=O)(=O)N3CC(C)OC(C)C3)c2)CC(C)O1 (stereo not drawn) was read as USP1-UAF1 inh -17%, Vif-A3G inh 4%, RGS4 inh 16%, LDHA inh -10, TrxR1 substrate -4%, GRP78 ERSR act -1%, Vif-A3F inh -12%, mIDH1 inhibitor -4% and rTrxR1 inhibitor -2%.
C/C(O)=C(/N=O)C(=O)Nc1ccccc1 was read as USP1-UAF1 inh 7%, Vif-A3G inh 0%, RGS4 inh 12%, LDHA inh -15, TrxR1 substrate 3%[57.1 µM], GRP78 ERSR act -2%, Vif-A3F inh 0%, mIDH1 inhibitor 3% and rTrxR1 inhibitor 7%[57.1 µM].
CCOc1ccc(C2CC(c3c(O)n(C4CCCCC4)c(=O)[nH]c3=O)=Nc3ccccc3S2)cc1 (stereo not drawn) was read as USP1-UAF1 inh -15%, RGS4 inh 13%, LDHA inh -5, TrxR1 substrate -4% and rTrxR1 inhibitor 17%.
Screening CCOc1cc(/C=N/NC(=O)c2ccccn2)ccc1OC(=O)c1ccc(F)cc1 returned USP1-UAF1 inh -22%, Vif-A3G inh 1%, RGS4 inh -12%, LDHA inh 0, TrxR1 substrate -5%, GRP78 ERSR act -2%, Vif-A3F inh 7%, mIDH1 inhibitor 1% and rTrxR1 inhibitor -5%.
For Cc1cc(C)c(S(=O)(=O)N(CC(=O)O)CC(=O)O)c(C)c1 the results were USP1-UAF1 inh -25%, Vif-A3G inh 0%, RGS4 inh -12%, LDHA inh 0, TrxR1 substrate 3%, GRP78 ERSR act -2%, Vif-A3F inh 2%, mIDH1 inhibitor 5% and rTrxR1 inhibitor 11%.
Screening Cc1ccc(C(=O)CN(CCC(=O)O)C(=O)c2ccncc2)cc1 returned USP1-UAF1 inh -23%, Vif-A3G inh -6%, RGS4 inh 6%, LDHA inh 0, TrxR1 substrate 6%[57.1 µM], GRP78 ERSR act 3%, Vif-A3F inh -4%, mIDH1 inhibitor -3% and rTrxR1 inhibitor 8%[57.1 µM].
Screening Fc1ccccc1Oc1nc(-c2ccncc2)nc2ccccc12 returned USP1-UAF1 inh -7%, Vif-A3G inh -8%, RGS4 inh 17%, LDHA inh -1, TrxR1 substrate 0%, GRP78 ERSR act -4%, Vif-A3F inh -14%, mIDH1 inhibitor -8% and rTrxR1 inhibitor 5%.
`CN(C(=O)COC(=O)C1=COCCO1)c1c(N)n(Cc2ccccc2)c(=O)[nH]c1=O` gave USP1-UAF1 inh -10%, Vif-A3G inh 2%, RGS4 inh -3%, LDHA inh -3, TrxR1 substrate -13%, GRP78 ERSR act -5%, Vif-A3F inh -4%, mIDH1 inhibitor -3% and rTrxR1 inhibitor 2%[57.1 µM].
For CC1CCN(CCNC(=O)C2CCCN(S(=O)(=O)c3cccc4nonc34)C2)CC1 (stereo not drawn) the results were USP1-UAF1 inh 9%, Vif-A3G inh 3%, RGS4 inh -28%, LDHA inh 3, TrxR1 substrate -4%, GRP78 ERSR act -3%, Vif-A3F inh -4%, mIDH1 inhibitor -1% and rTrxR1 inhibitor -13%[57.1 µM].
COc1ccc(-c2cc(C(F)(F)F)nc(NCc3ccccc3)n2)cc1OC was read as USP1-UAF1 inh -9%, Vif-A3G inh -3%, RGS4 inh -4%, LDHA inh 2, TrxR1 substrate 6%, GRP78 ERSR act -4%, Vif-A3F inh -6%, mIDH1 inhibitor -4% and rTrxR1 inhibitor -12%.
Screening O=C(Nc1cc(S(=O)(=O)Nc2ccccc2F)ccc1Cl)c1ccc(F)cc1F returned USP1-UAF1 inh inconclusive, Vif-A3G inh -4%, RGS4 inh -6%, LDHA inh -4, TrxR1 substrate 6%[57.1 µM], GRP78 ERSR act -7%, Vif-A3F inh 10%, mIDH1 inhibitor 5% and rTrxR1 inhibitor 4%[57.1 µM].
O=C(CC1C(=O)NCCN1Cc1cccc(Oc2ccccc2)c1)NCCc1cnccn1 (stereo not drawn) was read as USP1-UAF1 inh 2%, Vif-A3G inh 2%, RGS4 inh -12%, LDHA inh 3, TrxR1 substrate -4%, GRP78 ERSR act -4%, Vif-A3F inh -2%, mIDH1 inhibitor 1% and rTrxR1 inhibitor inconclusive.
For CC(C)CCN1C(=O)c2ccccc2CC1(C)C(=O)NC1CCC(C)CC1 (stereo not drawn) the results were USP1-UAF1 inh -21%, RGS4 inh 33%, LDHA inh -7, TrxR1 substrate -4% and rTrxR1 inhibitor 7%.
Screening COc1cc(NC(=O)c2ccc3c(c2)OCO3)ccc1NC(=O)C(C)C returned USP1-UAF1 inh -19%, Vif-A3G inh -2%, RGS4 inh inconclusive, LDHA inh 1, TrxR1 substrate -7%, GRP78 ERSR act -1%, mIDH1 inhibitor 6% and rTrxR1 inhibitor -15%.
Screening COc1cc(C=C2C(=O)c3ccccc3C2=O)cc(OC)c1OC returned USP1-UAF1 inh -12%, Vif-A3G inh -10%, RGS4 inh -20%, LDHA inh -2, TrxR1 substrate 8%[57.1 µM], GRP78 ERSR act -4%, Vif-A3F inh 25µM*, mIDH1 inhibitor 0% and rTrxR1 inhibitor 2%.
For Cc1cccc(C(=O)NCCCNC(=O)c2ccccn2)c1 the results were USP1-UAF1 inh inconclusive, Vif-A3G inh -1%, RGS4 inh 5%, LDHA inh -4, TrxR1 substrate 6%, GRP78 ERSR act -1%, Vif-A3F inh 1%, mIDH1 inhibitor -3% and rTrxR1 inhibitor 22%.
For Nc1nc(CN2CCN(c3ccccc3)CC2)nc(Nc2ccc(Cl)cc2)n1 the results were USP1-UAF1 inh -7%, Vif-A3G inh -8%, RGS4 inh 2%, LDHA inh 3, TrxR1 substrate 0%, GRP78 ERSR act 3%, Vif-A3F inh 1%, mIDH1 inhibitor -6% and rTrxR1 inhibitor 9%.
CN(C)CC/C=C1/c2ccc(F)cc2Sc2ccc(Cl)cc21 was read as USP1-UAF1 inh -16%, Vif-A3G inh -4%, RGS4 inh -16%, LDHA inh -2, TrxR1 substrate -14%[57.1 µM], GRP78 ERSR act -16%, Vif-A3F inh 13%, mIDH1 inhibitor 13% and rTrxR1 inhibitor 25%[57.1 µM].
Screening COc1ccc(CNC(=O)COC(=O)CN2C(=O)COc3ccccc32)cc1 returned USP1-UAF1 inh -5%, Vif-A3G inh -3%, RGS4 inh -1%, LDHA inh -3, TrxR1 substrate 5%[57.1 µM], GRP78 ERSR act -5%, Vif-A3F inh 1%, mIDH1 inhibitor 1% and rTrxR1 inhibitor 10%[57.1 µM].
COc1ccccc1NC(=O)CSc1nnc(CNC(=O)c2ccco2)n1C was read as USP1-UAF1 inh -14%, Vif-A3G inh -1%, RGS4 inh -1%, LDHA inh 1, TrxR1 substrate 5%, GRP78 ERSR act -5%, Vif-A3F inh 1%, mIDH1 inhibitor 4% and rTrxR1 inhibitor 25%.
`CCC(C)Cn1c(/C=C/c2ccccc2)nc2ccccc21` (stereo not drawn) gave USP1-UAF1 inh -20%, Vif-A3G inh 0%, RGS4 inh 0%, LDHA inh -1, TrxR1 substrate 90%[activator], GRP78 ERSR act 3%, Vif-A3F inh 0%, mIDH1 inhibitor 24% and rTrxR1 inhibitor 30%.
COc1ccc(CN2CCN(Cc3nc4ccccc4s3)CC2CCO)c(C)c1C (stereo not drawn) was read as USP1-UAF1 inh -14%, Vif-A3G inh 6%, RGS4 inh -1%, LDHA inh 2, TrxR1 substrate 5%, GRP78 ERSR act -4%, Vif-A3F inh 4%, mIDH1 inhibitor -3% and rTrxR1 inhibitor 5%.

This is a subset. The share of hits here may be higher or lower than overall.
